Screening data: PubChem BioAssay, National Center for Advancing Translational Sciences (NCATS)
GAA spleen mod – inhibits or activates alpha-glucosidase in human spleen homogenate; 240,000 tested, 0.006% active; AID 2112; Potency, µM (highest dose often 79.9 µM), for inactives: top-dose activity change, negative = inhibition, usual class: inhibitors; human spleen homogenate, 4-MU-alpha-glucoside fluorescence;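 also: 0% = enzyme with vehicle and -100% = no enzyme basal signal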
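Human spleen homogenate (1 ug) with 4-methylumbelliferyl-alpha-D-glucopyranoside (1 mM final) in 50 mM citrate/phosphate pH 5.0, 0.01% Tween-20; 40 min at 37 C. Stopped at pH 10; 4-MU fluorescence Ex 365/Em 440 nm; AC50 by Hill fit.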
GoLoco inh red – blocks human Gai1 binding to RGS12 GoLoco peptide, red readout; Potency, µM (top dose mostly 61.6 µM), for the others: at the top dose activity, negative = inhibition, usual class: inhibitors; Gai1:RGS12 GoLoco peptide FP, rhodamine, 10 min; 230,000 tested, 0.44% active; AID 880; active = well fitted inhibition curve with a large enough effect, not every such curve was filed as active; inactive = no such curve, though single readings can be large or run the other way; also: nearly all actives have a fitted effect of over 30% in size; many of its hits are not listed in these tables
TRb SRC2 PPI – inhibitors of human thyroid hormone receptor beta-SRC2 interaction; P10828; TRbeta-SRC2 peptide binding, fluorescence polarization; receptor liganded with 1 µM T3; Potency, µM (titrated, usually from 106 µM), without a hit: at the top dose activity change, negative = inhibition, most hits filed as inhibitors; 280,000 tested, 0.065% active; AID 1469;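 also: plate controls were bound peptide for no effect and peptide without receptor for full effect; nearly all actives have a fitted effect of over 50% in size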
Target sequence (P10828 whole entry, looked up): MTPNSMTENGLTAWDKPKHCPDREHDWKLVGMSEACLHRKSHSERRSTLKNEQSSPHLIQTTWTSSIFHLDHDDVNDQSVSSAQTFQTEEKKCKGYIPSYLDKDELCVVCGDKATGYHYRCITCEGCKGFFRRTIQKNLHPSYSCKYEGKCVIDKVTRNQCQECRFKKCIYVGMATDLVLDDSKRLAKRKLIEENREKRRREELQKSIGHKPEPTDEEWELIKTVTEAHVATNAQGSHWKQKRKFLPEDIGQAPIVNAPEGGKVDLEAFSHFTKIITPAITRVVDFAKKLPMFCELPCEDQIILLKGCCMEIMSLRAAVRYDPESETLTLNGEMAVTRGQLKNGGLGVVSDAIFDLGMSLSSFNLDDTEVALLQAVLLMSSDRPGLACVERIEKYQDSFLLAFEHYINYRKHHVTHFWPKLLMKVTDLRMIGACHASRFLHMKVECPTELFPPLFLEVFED
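Quantitative HTS by FP: 0.6 uM TRb LBD, 20 nM labeled SRC2 20-mer, 1 uM T3, 5% DMSO; 5 hr ambient incubation; % activity per concentration and potencies from concentration series.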
GAA inh – blocks human lysosomal alpha-glucosidase; 200,000 tested, 0.005% active; AID 1466; Potency, µM (titrated, usually from 76.9 µM), for the others: top-dose activity change, negative = inhibition, most hits filed as inhibitors; purified human GAA, 4-MU-alpha-glucoside fluorescence; P10253;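 also: plate controls were uninhibited enzyme wells for no effect and no-enzyme background for full effect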
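Fluorescence at Ex 365/Em 440 nm from 4-methylumbelliferone reported enzyme activity after 20 min at room temperature. Reactions used 4 nM enzyme and 400 uM substrate at pH 5.0; curves fitted with the Hill equation.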
TexasRed fluor – counter-screen for TRb-SRC2 inhibitors: fluorescence interference; TRb/SRC2 Texas Red total fluorescence interference; 280,000 tested, 0.29% active; Potency, µM (doses to about 106 µM), without a hit: top-dose fluorescence change, negative = quenching; active = well fitted curve in either direction with a large enough effect; inconclusive = small, poorly fitted or top-dose-only effect
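Human TRb ligand-binding domain at 0.6 uM with 20 nM Texas Red SRC2 peptide in Tris buffer containing 1 uM T3 and 5% DMSO, incubated with compound 5 h at ambient temperature. Total fluorescence (555/632 nm) calculated as parallel + 2 × perpendicular.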
GAA glycogen mod – inhibitors or activators of human alpha-glucosidase glycogen cleavage; P10253; recombinant GAA, glycogen substrate, Amplex Red glucose oxidase fluorescence; Potency, µM (highest dose often 76.4 µM), without a hit: at the top dose activity change, negative = inhibition, usual class: inhibitors; 300,000 tested, 0.38% active;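 also: 0% = full enzyme reaction and -100% = no-enzyme basal signal; the screen sought inhibitors and activators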
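qHTS, 1536-well; enzyme 4 nM final; cpd up to 77 uM; substrate bovine liver glycogen 30 ug; 50 mM citrate/phosphate pH 5.0, 0.01% Tween-20; 37 C, 40 min; Amplex Red detection 45 min RT; Hill fit → AC50.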
L3MBTL1 inh – inhibitors of human L3MBTL1. Potency, µM (doses to about 57.1 µM), for the others: at the top dose activity, negative = inhibition, most hits filed as inhibitors. AlphaScreen L3MBTL1–H3K9me1 peptide binding. 230,000 tested, 0.66% active. Q9Y468. AID 485360; also: nearly all actives have a fitted effect of over 60% in size
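L3MBTL1 50 nM + b-AHA-H3(1-15)K9me1 75 nM, 30 min RT; compound added, 30 min RT; streptavidin donor/Ni-chelate acceptor beads 10 ug/mL each final, 30 min RT dark; AlphaScreen read.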
RECQ1 inh – RECQ1 (human) helicase inhibition; P46063; RECQ1 DNA unwinding, red fluorescence kinetic read; Potency, µM (top dose mostly 57.3 µM), for the others: at the highest dose activity, negative = inhibition, usual class: inhibitors; 240,000 tested, 0.54% active; AID 2549;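 also: plate controls were vehicle for no effect and no enzyme for full effect; nearly all actives have a fitted effect of over 30% in size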
Target sequence (P46063 whole entry, looked up): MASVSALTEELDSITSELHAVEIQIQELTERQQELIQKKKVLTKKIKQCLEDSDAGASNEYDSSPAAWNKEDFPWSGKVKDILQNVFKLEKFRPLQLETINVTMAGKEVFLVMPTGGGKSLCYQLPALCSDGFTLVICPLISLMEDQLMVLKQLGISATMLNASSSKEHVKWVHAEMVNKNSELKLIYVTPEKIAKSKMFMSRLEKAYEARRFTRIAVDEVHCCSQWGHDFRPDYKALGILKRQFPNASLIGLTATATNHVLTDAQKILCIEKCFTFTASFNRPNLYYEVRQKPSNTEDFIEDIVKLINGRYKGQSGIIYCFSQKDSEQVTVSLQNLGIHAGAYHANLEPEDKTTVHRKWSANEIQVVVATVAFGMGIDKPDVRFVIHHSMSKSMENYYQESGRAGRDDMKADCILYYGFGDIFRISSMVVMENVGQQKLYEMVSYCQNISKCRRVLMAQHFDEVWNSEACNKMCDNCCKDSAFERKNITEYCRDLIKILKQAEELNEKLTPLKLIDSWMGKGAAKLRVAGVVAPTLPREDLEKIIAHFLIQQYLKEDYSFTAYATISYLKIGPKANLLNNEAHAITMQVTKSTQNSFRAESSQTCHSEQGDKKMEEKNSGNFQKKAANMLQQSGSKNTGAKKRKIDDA
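50 nM RECQ1T1 preincubated 15 min with compound in Tris pH 8.0 buffer with MgCl2, DTT, Tween-20 and 2.5 ug/ml poly(dI-dC); started with 200 nM TAMRA/BHQ-2 forked duplex and 2 mM ATP. Unwinding read as fluorescence (525/598 nm), two reads 2 h apart.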
An asterisk follows results filed as active; & = joins results of further samples; [ ] = dose if it differs, or a comment. Unless noted, calls follow the shape of the dose curve; as a rule, active = well fitted curve in the direction sought with a large enough effect; inconclusive = small, poorly fitted or top-dose-only effect, or another doubt; inactive = no such curve, though single readings can be large; an effect the other way counts as inactive or inconclusive. Unless noted, % is scaled to controls: 0 for no effect and ±100 for the full control effect; potency is read from the fitted curve at half-maximal effect.

`c1ccc(COc2ccc(OCCn3cncn3)cc2)cc1` gave GAA spleen mod -2%, GoLoco inh red -6%, TRb SRC2 PPI 2%, GAA inh -10%, TexasRed fluor 2%, GAA glycogen mod 4%, L3MBTL1 inh 20%[11.4 µM] and RECQ1 inh -1%.
Screening CCCc1nn(C)c2c(=O)[nH]c(-c3cc(S(=O)(=O)N4CCN(C)CC4)ccc3OCC)nc12 returned GAA spleen mod 8%&-1%, GoLoco inh red 7%&2%, TRb SRC2 PPI -9%&-1%, TexasRed fluor 1%&-3%, GAA glycogen mod -9%[76.3 µM] and RECQ1 inh -4%&17%.
CCOC(=O)N1CCN(c2ccc(C(=O)CC)cc2F)CC1 was read as GAA spleen mod -2%, GoLoco inh red 1%, TRb SRC2 PPI -1%, GAA inh -7%, TexasRed fluor 2%, GAA glycogen mod 4%, L3MBTL1 inh 1% and RECQ1 inh -15%.
`COCC(C)NC(=S)Nc1ccccc1[N+](=O)[O-]` (centres undefined) gave GAA spleen mod -2%, GoLoco inh red -4%, TRb SRC2 PPI -3%, GAA inh 2%, TexasRed fluor -1%, GAA glycogen mod 2%, L3MBTL1 inh -3% and RECQ1 inh -7%.
CCOC(=O)CNC(=O)CSc1nc(-c2ccccc2)ns1 was read as GAA spleen mod 9%, GoLoco inh red -7%, TRb SRC2 PPI 3%, GAA inh -2%, TexasRed fluor 0%, GAA glycogen mod 12%, L3MBTL1 inh 11% and RECQ1 inh 6%.
CC(C)NC(=O)CCNS(=O)(=O)c1ccc(Br)cc1 was read as GAA spleen mod 3%, GoLoco inh red 11%, TRb SRC2 PPI 1%, GAA inh 0%, TexasRed fluor -5%, GAA glycogen mod 9%, L3MBTL1 inh 5% and RECQ1 inh inactive.
`C[C@@](N)(C(=O)O)c1ccc(C(=O)O)cc1` gave GAA spleen mod 3%&8%&-3%, GoLoco inh red -2%&-10%&-5%, TRb SRC2 PPI 5%&1%&-1%, TexasRed fluor -3%&0%&-1% and RECQ1 inh -14%&-10%.
For CCOC(=O)N1CCN(C(=O)Nc2ccc3nc(C)sc3c2)CC1 the results were GAA spleen mod -9%, GoLoco inh red 12%, TRb SRC2 PPI 6%, GAA inh 11%, TexasRed fluor -1%, GAA glycogen mod 5% and RECQ1 inh -3%.
CNC(=O)CSCc1c(F)cccc1Cl was read as GAA spleen mod 0%, GoLoco inh red 2%, TRb SRC2 PPI 10%, GAA inh -2%, TexasRed fluor 1%, GAA glycogen mod 3%, L3MBTL1 inh 1% and RECQ1 inh -4%.
Screening CCOc1ccccc1C(=O)N[C@H](C(=O)Nc1cc(S(=O)(=O)N(C)C)ccc1OC)C(C)C returned GAA spleen mod -10%, GoLoco inh red 1%, TRb SRC2 PPI 4%, GAA inh inconclusive, TexasRed fluor -3%, GAA glycogen mod 6%, L3MBTL1 inh 10% and RECQ1 inh inactive.
CCc1c(O)nc(SCC(=O)Nc2nc3ccccc3s2)n(C2CCCCC2)c1=O was read as GAA spleen mod -3%, GoLoco inh red 12%, TRb SRC2 PPI -5%, TexasRed fluor -5%, GAA glycogen mod -5% and RECQ1 inh -4%.
For Cc1csc(NC(=O)CCCC(=O)O)c1-c1nc2ccccc2s1 the results were GAA spleen mod -13%, GoLoco inh red 7%, TRb SRC2 PPI 9%, TexasRed fluor -2%, GAA glycogen mod 3%, L3MBTL1 inh 2% and RECQ1 inh -5%.
`Cc1ccc(NC(=O)CC2SC(=Nc3ccc(O)cc3)NC2=O)cc1` (centres undefined) gave GAA spleen mod -12%, GoLoco inh red 9%, TRb SRC2 PPI -10%, GAA inh 2%, TexasRed fluor -1%, GAA glycogen mod inconclusive, L3MBTL1 inh 10% and RECQ1 inh -4%.
CCN(CC)CCCN1C(=O)C(=O)/C(=C(/O)c2ccc(OC)c(Cl)c2)C1c1ccco1 (centres undefined) was read as GAA spleen mod -10%, GoLoco inh red -5%, TRb SRC2 PPI -7%, GAA inh -13%, TexasRed fluor -4%, GAA glycogen mod 13%, L3MBTL1 inh 36%[activator] and RECQ1 inh inactive.
`CCN(CC)CCNS(=O)(=O)c1ccc(C(=O)NN)cc1` gave GAA spleen mod 7%, GoLoco inh red 10%, TRb SRC2 PPI 2%, GAA inh 5%, TexasRed fluor 0%, GAA glycogen mod -16%, L3MBTL1 inh 1% and RECQ1 inh 10%.
For CCN(C(=O)CCc1nc(-c2ccccc2F)no1)c1cc(OC)ccc1OC the results were GAA spleen mod 2%, GoLoco inh red 2%, TRb SRC2 PPI -20%, GAA inh -4%, TexasRed fluor -3%, GAA glycogen mod -1%, L3MBTL1 inh 6% and RECQ1 inh -1%.
Cn1cc(/C=C2\SC(=O)NC2=S)c2ccccc21 was read as GAA spleen mod -2%, GoLoco inh red -66%, TRb SRC2 PPI 17%, GAA inh inconclusive, TexasRed fluor 12%, GAA glycogen mod -9%, L3MBTL1 inh -6% and RECQ1 inh inactive.
Screening O=C1c2ccccc2C(=O)N1c1ccc(Cc2ccncc2)cc1 returned GAA spleen mod 1%, GoLoco inh red 7%, TRb SRC2 PPI -3%, TexasRed fluor -3%, GAA glycogen mod 6%, L3MBTL1 inh -9% and RECQ1 inh -1%.
CCCCc1nc2ccccc2c(NC(=O)CN2CCN(C)CC2)c1CCC was read as GAA spleen mod 1%, GoLoco inh red 1%, TRb SRC2 PPI 0%, GAA inh -15%, TexasRed fluor -3%, GAA glycogen mod 10%, L3MBTL1 inh 6% and RECQ1 inh 0%.
Cc1cc(C)cc(NC(=O)Nc2cc(S(=O)(=O)N(C)C)ccc2C)c1 was read as GAA spleen mod -3%, GoLoco inh red 7%, TRb SRC2 PPI 1%, GAA inh 2%, TexasRed fluor -3%, GAA glycogen mod -13%, L3MBTL1 inh -6% and RECQ1 inh -12%.

Three compounds from above, sorted by molecular weight, lowest first.
CCN(CC)CCCN1C(=O)C(=O)/C(=C(/O)c2ccc(OC)c(Cl)c2)C1c1ccco1 (centres undefined) was read as GAA spleen mod -10%, GoLoco inh red -5%, TRb SRC2 PPI -7%, GAA inh -13%, TexasRed fluor -4%, GAA glycogen mod 13%, L3MBTL1 inh 36%[activator] and RECQ1 inh inactive.
Screening CCCc1nn(C)c2c(=O)[nH]c(-c3cc(S(=O)(=O)N4CCN(C)CC4)ccc3OCC)nc12 returned GAA spleen mod 8%&-1%, GoLoco inh red 7%&2%, TRb SRC2 PPI -9%&-1%, TexasRed fluor 1%&-3%, GAA glycogen mod -9%[76.3 µM] and RECQ1 inh -4%&17%.
Screening CCOc1ccccc1C(=O)N[C@H](C(=O)Nc1cc(S(=O)(=O)N(C)C)ccc1OC)C(C)C returned GAA spleen mod -10%, GoLoco inh red 1%, TRb SRC2 PPI 4%, GAA inh inconclusive, TexasRed fluor -3%, GAA glycogen mod 6%, L3MBTL1 inh 10% and RECQ1 inh inactive.

Following part:
For CCOC(=O)N1CCC(NC(=O)C(NC(=O)C2CCCCC2)C(C)C)CC1 (centres undefined) the results were GAA spleen mod 8%, GoLoco inh red 3%, TRb SRC2 PPI -4%, GAA inh -5%, TexasRed fluor -3%, GAA glycogen mod -4%, L3MBTL1 inh 3% and RECQ1 inh -1%.
For COC(=O)/C(=C\Nc1ccccc1)NC(=O)c1ccc(Cl)cc1Cl the results were GAA spleen mod -5%, GoLoco inh red 9%, TRb SRC2 PPI 4%, GAA inh -3%, TexasRed fluor -1%, GAA glycogen mod -11% and RECQ1 inh -9%.
Screening Cc1ccccc1N1CN(Cc2ccco2)CNC1=S returned GAA spleen mod -6%, GoLoco inh red -3%, TRb SRC2 PPI -1%, GAA inh -2%, TexasRed fluor 6%, GAA glycogen mod -2%, L3MBTL1 inh 6% and RECQ1 inh 2%.
COCCNC(=O)C(=O)NCC1OCCCN1S(=O)(=O)c1cccs1 (centres undefined) was read as GAA spleen mod -7%, GoLoco inh red 6%, TRb SRC2 PPI -3%, GAA inh -10%, TexasRed fluor 0%, GAA glycogen mod 0%, L3MBTL1 inh 4% and RECQ1 inh -8%.
Screening CCc1nnc2c(N(C)C)nc3ccccc3n12 returned GAA spleen mod -2%, GoLoco inh red 9%, TRb SRC2 PPI 2%, GAA inh -9%, TexasRed fluor -5%, GAA glycogen mod -8%, L3MBTL1 inh 4% and RECQ1 inh -2%.
`Cc1nn(-c2ccccc2)c(C)c1-c1cc(C(=O)N/N=C/c2ccc(O)cc2)[nH]n1` gave GAA spleen mod 7%, GoLoco inh red 6%, TRb SRC2 PPI 11%, GAA inh -12%, TexasRed fluor 2%, GAA glycogen mod -3%, L3MBTL1 inh -6% and RECQ1 inh inactive.
CC1=C(C(=O)Nc2ccccn2)C(c2ccc(Br)cc2)NC(=S)N1 (centres undefined) was read as GAA spleen mod 3%, GoLoco inh red -2%, TRb SRC2 PPI 5%, GAA inh -6%, TexasRed fluor -2%, GAA glycogen mod 6%, L3MBTL1 inh 0% and RECQ1 inh -2%.
`O=C(O)Cc1ccc(OCCNC[C@H](O)c2ccccc2)cc1` gave GAA spleen mod 1%, GoLoco inh red 5%, TRb SRC2 PPI -2%, TexasRed fluor -17% and RECQ1 inh -13%.
Screening Cc1ccc(NC(=O)C2CC(=O)n3c(nc4ccccc43)N2)cc1C (centres undefined) returned GAA spleen mod -6%, GoLoco inh red 5%, TRb SRC2 PPI 3%, TexasRed fluor -5%, GAA glycogen mod 0% and RECQ1 inh -3%.
Screening Cc1cc(C)c2cccc(N)c2n1 returned GAA spleen mod -7%, GoLoco inh red 1%, TRb SRC2 PPI 1%, GAA inh 9%, TexasRed fluor -7%, GAA glycogen mod 7%, L3MBTL1 inh -5% and RECQ1 inh 11%.
`CCOC(=O)c1ccc(NC(=O)CSc2nc3c(c(=O)n2C)SC(C)C3)cc1` (centres undefined) gave GAA spleen mod -4%, GoLoco inh red 8%, TRb SRC2 PPI -27%, GAA inh inconclusive, TexasRed fluor 1%, GAA glycogen mod 2% and RECQ1 inh inactive.
CC(C)NC(=O)c1ccccc1-c1nc(-c2ccccc2Cl)no1 was read as GAA spleen mod 0%, TRb SRC2 PPI -7%, GAA inh 5%, TexasRed fluor -3%, GAA glycogen mod 1%, L3MBTL1 inh 0% and RECQ1 inh -9%.

Only part of the results is shown, so the mix of outcomes need not match the whole.
